Compound activity from PubChem.
GAA glycogen mod = alters human alpha-glucosidase cleavage of glycogen; P10253; 300,000 tested, 0.38% active; Potency, µM (titrated, usually from 76.4 µM), for the others: top-dose activity change, negative = inhibition, most hits filed as inhibitors; recombinant GAA, glycogen substrate, Amplex Red glucose oxidase fluorescence;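 also: 0% = full enzyme reaction and -100% = no-enzyme basal signal; the screen sought inhibitors and activators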
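qHTS, 1536-well; enzyme 4 nM final; cpd up to 77 uM; substrate bovine liver glycogen 30 ug; 50 mM citrate/phosphate pH 5.0, 0.01% Tween-20; 37 C, 40 min; Amplex Red detection 45 min RT; Hill fit → AC50.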
aGlu spleen mod = lysosomal alpha-glucosidase (human) modulation; human spleen homogenate, 4-MU-alpha-glucoside fluorescence; Potency, µM (series often up to 79.9 µM), for the others: top-dose activity change, negative = inhibition, most hits filed as inhibitors; 240,000 tested, 0.006% active; AID 2112;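 also: 0% = enzyme with vehicle and -100% = no enzyme basal signal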
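Human spleen homogenate (1 ug) with 4-methylumbelliferyl-alpha-D-glucopyranoside (1 mM final) in 50 mM citrate/phosphate pH 5.0, 0.01% Tween-20; 40 min at 37 C. Stopped at pH 10; 4-MU fluorescence Ex 365/Em 440 nm; AC50 by Hill fit.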
GAA inhib = blocks human lysosomal alpha-glucosidase; purified human GAA, 4-MU-alpha-glucoside fluorescence; 200,000 tested, 0.005% active; AID 1466; P10253; Potency, µM (series often up to 76.9 µM), for inactives: top-dose activity change, negative = inhibition, usual class: inhibitors;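 also: plate controls were uninhibited enzyme wells for no effect and no-enzyme background for full effect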
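AC50 values come from Hill fits of compound titrations (up to 77 uM) against 4 nM human enzyme. Substrate 4-methylumbelliferyl-alpha-D-pyranoside at 400 uM, pH 5.0 citrate buffer, 20 min room temperature; fluorescence Ex 365/Em 440 after alkaline stop.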
HTT ATP protect = cytoprotection in Huntington HTT-Q103 PC12 cell model | Potency, µM (top dose mostly 56.4 µM), for inactives: cytoprotection (ATP increase), actives largely listed as activators | PC12 HTT-Q103 induced, cytoprotection, ATP luminescence, 40 h | 230,000 tested, 0.14% active;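 also: % of control where 0% means no effect; nearly all actives have a fitted effect of over 45% in size; toxic huntingtin expression switched on by the ecdysone agonist tebufenozide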
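Compounds were screened for protection of PC12 cells against cell death after tebufenozide induction (100 nM final) of mutant Huntingtin exon 1 (Q103) fused to GFP.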
GoLoco inh red = blocks human Gai1 binding to RGS12 GoLoco peptide, red readout. P63096. Gai1:RGS12 GoLoco peptide FP, rhodamine, 10 min. Potency, µM (top dose mostly 61.6 µM), for the others: top-dose activity, negative = inhibition, usual class: inhibitors. 230,000 tested, 0.44% active; active = well fitted inhibition curve with a large enough effect, not every such curve was filed as active; inactive = no such curve, though single readings can be large or run the other way; also: % is scaled to controls: 0 for no effect and ±100 for the full control effect; nearly all actives have a fitted effect of over 30% in size; many of its hits are not listed in these tables
Target sequence (P63096 whole entry, looked up): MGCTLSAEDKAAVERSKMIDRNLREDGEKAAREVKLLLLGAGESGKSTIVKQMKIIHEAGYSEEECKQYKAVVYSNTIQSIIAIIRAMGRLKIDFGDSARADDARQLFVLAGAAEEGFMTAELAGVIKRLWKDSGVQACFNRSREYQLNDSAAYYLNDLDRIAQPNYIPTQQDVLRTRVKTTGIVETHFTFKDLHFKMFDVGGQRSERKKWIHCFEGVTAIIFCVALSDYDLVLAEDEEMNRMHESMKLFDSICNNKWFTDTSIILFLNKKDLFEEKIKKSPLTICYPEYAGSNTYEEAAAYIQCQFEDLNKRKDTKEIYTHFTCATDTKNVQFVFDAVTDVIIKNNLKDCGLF
IMPase Li inh = IMPase inhibition in cells with lithium potentiation. CHO-M1 cells, IP1 TR-FRET (IP-One), carbachol + lithium. 210,000 tested, 0.35% active. AID 1457. Potency, µM (top dose mostly 59.4 µM), for the others: at the highest dose activity, negative = IMPase inhibition, actives largely listed as inhibitors;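 also: IP1 builds up when IMPase is blocked and the TR-FRET signal falls; plate controls were basal vehicle for no effect and high inhibitor control for full effect; nearly all actives have a fitted effect of over 50% in size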
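CHO-M1, 2000 cells/well, 16–30 h culture; cpd + low Li+, 30 min 37C; lysis with d2-IP1/Eu-anti-IP1 Ab, 10 min RT; TR-FRET 665/620 ratio and 620 channel; AC50 via Hill.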
HttQ103 aggreg = inhibitors of mutant huntingtin aggregate formation in PC12 cells; AID 1688; Potency, µM (doses to about 46.1 µM), for the others: at the top dose activity change, negative = inhibition, usual class: inhibitors; 220,000 tested, 1.1% active; PC12 HttQ103-GFP aggregates, Acumen cytometry, 40 h; also: % is scaled to controls: 0 for no effect and ±100 for the full control effect; nearly all actives have a fitted effect of over 60% in size
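Aggregate formation scored by laser-scanning cytometer (488 excitation, 500–530 emission) in lysed PC12 cells expressing Q103-GFP after 100 nM tebufenozide induction; library tested in dose series, with ATPLite reagent added in the multiplex.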
An asterisk follows results filed as active; [ ] = remark or other dose. Unless noted, calls follow the shape of the dose curve; as a rule, active = well fitted curve in the direction sought with a large enough effect; inconclusive = small, poorly fitted or top-dose-only effect, or another doubt; inactive = no such curve, though single readings can be large; an effect the other way counts as inactive or inconclusive. Potency is read from the fitted curve at half-maximal effect.

For CN(C)CCN(Cc1ccccc1)c1nccc(N(C)C)c1C#N the results were GAA glycogen mod 15%, aGlu spleen mod -4%, GAA inhib -8%, HTT ATP protect -35%[inhibitor], GoLoco inh red -4%, IMPase Li inh -10%[38.3 µM] and HttQ103 aggreg -9%.
Screening COc1c(S(=O)(=O)n2nc(C)cc2C)ccc(Cl)c1Cl returned GAA glycogen mod -2%, aGlu spleen mod -2%, GAA inhib -7%, HTT ATP protect -4%, GoLoco inh red -1%, IMPase Li inh 4%[38.3 µM] and HttQ103 aggreg 6%.
O=c1[nH]cnc2scc(C3COc4ccccc4O3)c12 (stereo not drawn) was read as GAA glycogen mod 7%, aGlu spleen mod 4%, GAA inhib inconclusive, HTT ATP protect 23%[0.074 µM], GoLoco inh red 4%, IMPase Li inh 1%[38.3 µM] and HttQ103 aggreg -28%.
`CCOC(=O)CC1ON(C)C(=O)N1c1ccc(Cl)cc1Cl` (stereo not drawn) gave GAA glycogen mod 9%, aGlu spleen mod -6%, GAA inhib -3%, HTT ATP protect -6%, GoLoco inh red -9%, IMPase Li inh 1%[38.3 µM] and HttQ103 aggreg 20%.
Screening O=C(Nc1cscc1S(=O)(=O)c1ccccc1)c1ccccc1Cl returned GAA glycogen mod -2%, aGlu spleen mod -1%, HTT ATP protect -8%[10 µM], GoLoco inh red 2% and HttQ103 aggreg 14%[9.22 µM].
Screening O=C(NCc1ccc(Cl)cc1)c1cc(=O)nc2sc(-c3ccccc3)nn12 returned GAA glycogen mod 12%, aGlu spleen mod -8%, GAA inhib 0%, HTT ATP protect inconclusive, GoLoco inh red 13%, IMPase Li inh 25%[38.3 µM] and HttQ103 aggreg -4%[9.22 µM].
COc1ccc(NC(C)=O)cc1NC(=O)CSc1nnc(-c2ccccn2)n1C was read as GAA glycogen mod 2%, aGlu spleen mod 1%, GAA inhib 8%, HTT ATP protect 25%, GoLoco inh red 5%, IMPase Li inh 19%[38.3 µM] and HttQ103 aggreg 4%.
`Cc1ccc(-c2nc(CS(=O)CC(=O)NCc3ccccc3)c(C)o2)cc1` (stereo not drawn) gave GAA glycogen mod -15%, aGlu spleen mod 3%, GAA inhib inconclusive, HTT ATP protect -3%, GoLoco inh red 2%, IMPase Li inh -3%[38.3 µM] and HttQ103 aggreg 8%.
`Cc1nnc(SCCn2c(N3CCN(C)CC3)nc3c2c(=O)n(C)c(=O)n3C)s1` gave GAA glycogen mod 3%, aGlu spleen mod -2%, GAA inhib 6%, HTT ATP protect -16%[0.074 µM], GoLoco inh red 8%, IMPase Li inh 10%[38.3 µM] and HttQ103 aggreg -3%.
COc1cccc(/C(O)=C2/C(=O)C(=O)N(CCN(C)C)C2c2ccccn2)c1 (stereo not drawn) was read as GAA glycogen mod 6%, aGlu spleen mod 5%, GAA inhib 2%, HTT ATP protect -5%, GoLoco inh red -5%, IMPase Li inh 2%[38.3 µM] and HttQ103 aggreg 1%.
Screening O=C(CCN1C(=O)COc2ccccc21)NCc1ccco1 returned GAA glycogen mod 8%, aGlu spleen mod -1%, GAA inhib inconclusive, HTT ATP protect -12%[0.074 µM], GoLoco inh red -8%, IMPase Li inh 16%[38.3 µM] and HttQ103 aggreg -5%.
Screening O=C(O)C1CCCN1S(=O)(=O)c1ccc2c(c1)CCC2 (stereo not drawn) returned GAA glycogen mod 5%, aGlu spleen mod -5%, GAA inhib 4%, HTT ATP protect 14%, GoLoco inh red -11%, IMPase Li inh -14%[38.3 µM] and HttQ103 aggreg 1%.
For NNC(=O)c1cccc(COCC(F)(F)C(F)F)c1 the results were GAA glycogen mod -2%, aGlu spleen mod 0%, HTT ATP protect 15%[10 µM], GoLoco inh red 4% and HttQ103 aggreg 9%[9.22 µM].
`CCN1CCN(CC(O)COCc2cc(OC)c(OC)c(OC)c2)CC1` (stereo not drawn) gave GAA glycogen mod -12%, aGlu spleen mod 0%, GAA inhib 12%, HTT ATP protect inconclusive, GoLoco inh red 15%, IMPase Li inh 4% and HttQ103 aggreg 11%.
`COc1ccc(/C=N/NC(=O)CSCc2ccc([N+](=O)[O-])cc2)cc1OC` gave GAA glycogen mod -11%, aGlu spleen mod 1%, GAA inhib 2%, HTT ATP protect -7%[10 µM], GoLoco inh red 6%, IMPase Li inh 3% and HttQ103 aggreg -15%.
For COc1ccc(C(C)=O)cc1CSc1nc2cc(C(=O)O)ccc2c(=O)n1Cc1ccccc1 the results were GAA glycogen mod -2%, aGlu spleen mod 10%, GAA inhib 0%, HTT ATP protect 1%[10 µM], GoLoco inh red 6%, IMPase Li inh 4% and HttQ103 aggreg inconclusive.
Screening CC(C)CCNC(=O)CCCC1=NS(=O)(=O)c2ccccc2N1 returned GAA glycogen mod 3%, aGlu spleen mod -3%, GAA inhib -6%, GoLoco inh red 5%, IMPase Li inh -4% and HttQ103 aggreg -9%.
For CCOc1ccc2nc(NC(=O)CSc3nc4ccccc4c(=O)n3Cc3ccco3)sc2c1 the results were GAA glycogen mod -22%, aGlu spleen mod 5%, GAA inhib 3%, HTT ATP protect -35%, GoLoco inh red 13%, IMPase Li inh 30%[38.3 µM] and HttQ103 aggreg -19%.
CCOC(=O)C1=Nc2ccccc2C1=[N+]=[N-] was read as GAA glycogen mod 0%, aGlu spleen mod -3%, GAA inhib -7%, HTT ATP protect -39%[inhibitor], GoLoco inh red -3%, IMPase Li inh 30%[activator][38.3 µM] and HttQ103 aggreg inconclusive.
Screening CCc1ccc(NS(=O)(=O)c2ccc3[nH]cc(C(=O)N4CCCCC4)c(=O)c3c2)cc1 returned GAA glycogen mod -8%, aGlu spleen mod 0%, GAA inhib 4%, HTT ATP protect -6%, GoLoco inh red 22%, IMPase Li inh 21%[38.3 µM] and HttQ103 aggreg -4%.
COc1ccc(OC)c(/C=N/NC(=O)c2cc3c(OC)cccc3[nH]2)c1 was read as GAA glycogen mod -14%, aGlu spleen mod 1%, HTT ATP protect 33%[10 µM], GoLoco inh red 4% and HttQ103 aggreg -11%[9.22 µM].
For CCOc1nc(NCCO)nc(NCCC2=CCCCC2)n1 the results were GAA glycogen mod -3%, aGlu spleen mod -2%, GAA inhib -5%, HTT ATP protect -15%[10 µM], GoLoco inh red -4%, IMPase Li inh 0% and HttQ103 aggreg -21%.
`OCC1CCN(Cc2nc(Cc3ccccc3Cl)no2)CC1` gave GAA glycogen mod -9%, aGlu spleen mod -12%, GAA inhib inconclusive, HTT ATP protect -6%[10 µM], GoLoco inh red 106%[activator], IMPase Li inh 6% and HttQ103 aggreg -28%[9.22 µM].
`COc1ccc(Nc2ncnc3ccc(OC)cc23)cc1` gave aGlu spleen mod -4%, GoLoco inh red 6% and IMPase Li inh 23%.
CC1CCCC(NS(=O)(=O)c2ccc3c(c2)OCCO3)C1C (stereo not drawn) was read as GAA glycogen mod inconclusive, aGlu spleen mod -22%, GAA inhib -10%, HTT ATP protect 9%[10 µM], GoLoco inh red -4%, IMPase Li inh -11%[38.3 µM] and HttQ103 aggreg inconclusive.
For COc1ccc(C(=O)Cn2c(NCCO)nc3ccccc32)cc1 the results were GAA glycogen mod 5%, aGlu spleen mod -1%, GAA inhib inconclusive, HTT ATP protect -2%[10 µM], GoLoco inh red 19%, IMPase Li inh 7% and HttQ103 aggreg -3%[9.22 µM].
`O=C(CCS(=O)(=O)Cc1ccccc1)N1CCN(c2ccc([N+](=O)[O-])cc2)CC1` gave GAA glycogen mod 3%, aGlu spleen mod 6%, GAA inhib -9%, GoLoco inh red 0%, IMPase Li inh 15% and HttQ103 aggreg -13%.
O=C(NCC(O)c1ccccc1)c1cccc(S(=O)(=O)N2CCOCC2)c1 (stereo not drawn) was read as GAA glycogen mod -14%, aGlu spleen mod -6%, GAA inhib -5%, HTT ATP protect 1%, GoLoco inh red 6%, IMPase Li inh 21%[38.3 µM] and HttQ103 aggreg -18%.
Screening O=C(Cn1cncn1)N/N=C/c1ccccc1O returned GAA glycogen mod 7%, aGlu spleen mod 8%, HTT ATP protect 11%[10 µM], GoLoco inh red 4% and HttQ103 aggreg -19%[9.22 µM].
COC(=O)c1ccc(-n2c(C)nc(=O)c(-c3ccccc3)c2C)cc1 was read as GAA glycogen mod -12%, aGlu spleen mod 0%, GAA inhib -4%, HTT ATP protect 1%, GoLoco inh red 4%, IMPase Li inh -13%[38.3 µM] and HttQ103 aggreg 6%.
CC(C)c1c(O)cc(-c2ccncc2)n(-c2ccc(Cl)cc2)c1=O was read as GAA glycogen mod -18%, aGlu spleen mod -8%, GAA inhib -2%, HTT ATP protect 12%[10 µM], GoLoco inh red -3%, IMPase Li inh inconclusive and HttQ103 aggreg -5%.
Screening CCOC(=O)CCSc1nc(C)cc(C(F)(F)F)c1C#N returned GAA glycogen mod -17%, aGlu spleen mod -2%, GAA inhib -4%, HTT ATP protect 7%, GoLoco inh red 17%, IMPase Li inh 12%[38.3 µM] and HttQ103 aggreg -13%.
O=C(O)CCc1ccc(-c2cccs2)n1NC(=O)c1ccc(Cl)cc1 was read as GAA glycogen mod -18%, aGlu spleen mod 2%, GAA inhib -2%, HTT ATP protect 0%[10 µM], GoLoco inh red 10%, IMPase Li inh 8%[38.3 µM] and HttQ103 aggreg 0%.
CC1(C)CC[C@]2(C)CC[C@@]3(C)C(=CCC4[C@@]5(C)CCC(O)C(C)(C)C5CC[C@@]43C)C2C1 (stereo partly drawn) was read as aGlu spleen mod -6%, HTT ATP protect -1%, GoLoco inh red 5% and IMPase Li inh -7%.
For O=C(NC1CCCC1)C(c1ccncc1)N(Cc1cccs1)C(=O)c1csnn1 (stereo not drawn) the results were GAA glycogen mod 20µM*, aGlu spleen mod 5%, GAA inhib -10%, HTT ATP protect 0%, GoLoco inh red 46%[activator], IMPase Li inh 34%[activator][38.3 µM] and HttQ103 aggreg inconclusive.
`O=C(NCc1ccc2c(c1)OCO2)C1COc2ccccc2O1` (stereo not drawn) gave GAA glycogen mod 2%, aGlu spleen mod -9%, GAA inhib -13%, HTT ATP protect 29%[10 µM], GoLoco inh red 3%, IMPase Li inh -3% and HttQ103 aggreg 3%.
`COc1ccccc1N1CCN(C(c2cc3ccc(C)cc3[nH]c2=O)c2nnnn2C2CCCC2)CC1` (stereo not drawn) gave GAA glycogen mod -2%, aGlu spleen mod -10%, GAA inhib -4%, HTT ATP protect -32%, GoLoco inh red 2%, IMPase Li inh -3%[38.3 µM] and HttQ103 aggreg 6%.

This is a subset, so the mix of outcomes need not match the whole.
